High-throughput results deposited in PubChem by Sanford-Burnham Center for Chemical Genomics.
SENP1 FRET inh – SENP1 (human) catalytic domain inhibition | inhibition, % at 10 µM | 360,000 tested, 0.21% active | AID 624204 | Q9P0U3 | recombinant SENP1 catalytic domain, CyPet-SUMO1-YPet FRET cleavage;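 active means inhibition at least 30% at 10 µM, raw YFP signal under a set limit, fluorescence ratio 0.5 to 1.5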;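 further: 0% = enzyme with DMSO and 100% = no enzyme wells; some results filed as inactive read as strong as hits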
Target sequence (Q9P0U3 419-644 limits assumed): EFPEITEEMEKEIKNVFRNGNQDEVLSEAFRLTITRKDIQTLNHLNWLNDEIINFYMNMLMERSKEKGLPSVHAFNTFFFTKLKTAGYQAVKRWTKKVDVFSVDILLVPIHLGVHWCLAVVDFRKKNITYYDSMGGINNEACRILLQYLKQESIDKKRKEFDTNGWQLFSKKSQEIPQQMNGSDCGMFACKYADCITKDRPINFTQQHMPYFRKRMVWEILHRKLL
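Material: hSENP1 catalytic domain, recombinant; medium: Tris pH 8 with BME, BSA, NP40 and catalase; compound: single concentration of 10 µM compound, 0.5% DMSO final; technique: FRET read of cyan and yellow fluorescence; timing: 50 min enzyme reaction, room temperature, light-protected; reagent: SFCypet-SUMO1-SFYpet substrate at 25 nM; control set: no-enzyme low, enzyme-DMSO high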
SENP6 inh – blocks the human protease SENP6; Q9GZR1; Recombinant SENP6 catalytic domain, aminoluciferin luminescence; inhibition, % at 10 µM; 330,000 tested, 1.8% active;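 active means inhibition above about 50% at the single tested dose, limit read from the data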;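 further: plate controls were DMSO wells with enzyme for no effect and DMSO wells lacking enzyme for full effect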
UBC13 polyUb – blocks human UBC13 polyubiquitin chain formation; P61088; TR-FRET; inhibition, % at 20 µM; 330,000 tested, 0.47% active; in the data active means inhibition above about 45%, passing the limit was not always enough
APOBEC3G inh – blocks human APOBEC3G single-stranded DNA deamination; Q9HC16; recombinant A3G, ssDNA deamination FAM/TAMRA fluorescence; inhibition, % at 20 µM; 330,000 tested, 0.28% active; AID 493012;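 active means inhibition of at least 40% at 20 µM, with no more than 30% in the related APOBEC3A deaminase screen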;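 further: plate controls were DMSO wells with A3G for no effect and wells lacking A3G enzyme for full effect; some compounds called inactive have numbers as strong as hits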
Target sequence (Q9HC16 whole entry, looked up): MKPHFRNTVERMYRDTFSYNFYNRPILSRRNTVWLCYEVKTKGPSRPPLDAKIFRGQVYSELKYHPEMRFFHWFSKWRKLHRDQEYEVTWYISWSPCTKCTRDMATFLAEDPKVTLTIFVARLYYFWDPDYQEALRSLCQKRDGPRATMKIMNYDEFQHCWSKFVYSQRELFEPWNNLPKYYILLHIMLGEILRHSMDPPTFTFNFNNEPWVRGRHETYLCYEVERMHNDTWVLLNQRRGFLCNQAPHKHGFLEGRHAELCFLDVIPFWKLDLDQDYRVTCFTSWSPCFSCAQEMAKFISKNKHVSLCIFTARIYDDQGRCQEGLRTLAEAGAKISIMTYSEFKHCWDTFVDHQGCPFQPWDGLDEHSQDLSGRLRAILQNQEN
Apaf1 inhib – inhibitors of human Apaf-1 apoptosome | 330,000 tested, 0.71% active | inhibition, % at 20 µM | reconstituted apoptosome caspase-3 activity, DEVD-Rh110 fluorescence | O14727; active means inhibition of at least 40% at 20 µM;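 further: plate controls were DMSO wells for no effect and DEVD-CHO caspase inhibitor wells for full effect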
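System: Apoptosome proteins | Medium: Hepes pH 7.5 with detergent and BSA | Also added: Cytochrome c trigger plus (Z-DEVD)2-Rh110 caspase-3 substrate | Incubation: 30 min compound preincubation, 50 min activation, room temperature | Detection: Rhodamine 110 fluorescence at Ex 480/Em 540 nm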
SENP7 inh – blocks the human protease SENP7. inhibition, % at 5 µM. recombinant SENP7, Z-RLRGG-aminoluciferin luminescence, 40 min. 330,000 tested, 1.5% active;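 active means inhibition above about 50% at the single test dose, limit read from the data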;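 further: plate controls were DMSO with enzyme for no effect and no enzyme buffer wells for full effect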
Target sequence (Q9BQF6 706-1050 limits assumed): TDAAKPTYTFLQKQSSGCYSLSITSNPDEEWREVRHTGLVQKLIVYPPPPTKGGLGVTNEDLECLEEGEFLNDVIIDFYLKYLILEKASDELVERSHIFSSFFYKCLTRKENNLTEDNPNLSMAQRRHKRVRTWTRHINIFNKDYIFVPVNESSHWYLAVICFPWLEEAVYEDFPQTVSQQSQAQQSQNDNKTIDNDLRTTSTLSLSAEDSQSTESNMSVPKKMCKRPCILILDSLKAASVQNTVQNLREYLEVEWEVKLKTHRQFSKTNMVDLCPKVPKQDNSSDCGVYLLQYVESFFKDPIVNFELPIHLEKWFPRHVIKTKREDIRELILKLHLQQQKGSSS
SENP8 block-1 – blocks the human protease SENP8. 330,000 tested, 1.2% active. Q96LD8. purified SENP8, Z-RLRGG-aminoluciferin cleavage, luminescence. AID 2540. inhibition, % at 10 µM; in the data active means inhibition above about 50%
SENP8 block-2 – SENP8 (human) protease inhibition. Q96LD8. recombinant SENP8, Nedd8 substrate fluorescence. inhibition, % at 20 µM. 360,000 tested, 0.64% active. AID 602440; in the data active means inhibition mostly above about 40%, no sharp cut-off; inactive means mostly below about 27%
An asterisk follows results filed as active; · = not tested or not shown; & = joins results of further samples.

1: O=C(O)C(CCCCNS(=O)(=O)c1ccc(F)cc1)NS(=O)(=O)c1ccc(F)cc1 (stereo unspecified)
2: Cc1cc(C)cc(OCc2ccc(C(=O)NC3CCOC3=O)o2)c1 (stereo unspecified)
3: O=C(c1ccco1)N1CCN(Cc2nc(-c3cccs3)no2)CC1
4: CCN(CC)C(=O)COc1ccc2c3c(c(=O)oc2c1)CCCC3
5: COc1ccc(/C=C/C(=O)c2ccc3c(c2)OCO3)cc1OC
6: CC1(C)CC2CC(C)(CN2S(=O)(=O)c2ccc(N)cc2)C1 (stereo unspecified)
7: CCCCOc1ccc(CCC(=O)N/N=C/c2ccco2)cc1
8: O=C(Nc1cccc(F)c1)NC1CCN(Cc2ccccc2)CC1
9: CCOc1ccc2nc(NCCCO)[nH]c2c1
10: CCC(NC(=S)NC1CCCCC1)c1ccc(C(C)C)cc1 (stereo unspecified)

entry no.,1,2,3,4,5,6,7,8,9,10
SENP7 inh,4&4,-9,-7,10,-15,2,-6,3,-3,-8
APOBEC3G inh,-1&4,-4,-3,-10,-5,-8,1,0,-4,1
SENP6 inh,11&-13,-24,0,-20,32,-4,-8,-9,-16,-12
SENP8 block-1,2&-5,-12,-9,-11,1,-3,-9,3,-7,-7
Apaf1 inhib,6&3,5,5,-11,-3,9,4,0,-3,5
UBC13 polyUb,4&2,0,-6,4,4,7,5,12,2,1
SENP8 block-2,18&13,-20,12,-448,-61,-2,2,21,21,6
SENP1 FRET inh,-1&0,-1,0,0,-16,-4,0,3,3,7

Some of these compounds in order of number of heavy atoms, highest first.
7: CCCCOc1ccc(CCC(=O)N/N=C/c2ccco2)cc1
10: CCC(NC(=S)NC1CCCCC1)c1ccc(C(C)C)cc1 (stereo unspecified)
6: CC1(C)CC2CC(C)(CN2S(=O)(=O)c2ccc(N)cc2)C1 (stereo unspecified)

entry no.,7,10,6
SENP7 inh,-6,-8,2
APOBEC3G inh,1,1,-8
SENP6 inh,-8,-12,-4
SENP8 block-1,-9,-7,-3
Apaf1 inhib,4,5,9
UBC13 polyUb,5,1,7
SENP8 block-2,2,6,-2
SENP1 FRET inh,0,7,-4

Next section.
11: O=C(N/N=C/C(Br)=C/c1ccccc1)c1ccncc1
12: Cc1ccc(-n2c(CCC(=O)O)ccc2-c2cccs2)cc1
13: Cn1c(=O)c(C(=O)CN2CCOCC2)c(N)n(Cc2ccccc2)c1=O
14: Nc1c(C=C2C=CC(=O)C=C2)c(=O)nc2sc(CC(=O)N3CCOCC3)nn12
15: CS(=O)(=O)N(CC(=O)N/N=C/c1ccccn1)c1ccc(Oc2ccccc2)cc1
16: O=C(Nc1ccccc1-c1nnn(CC(=O)N2CCCc3ccccc32)n1)c1cccc(Cl)c1
17: CCOC(=O)C1=C(C)NC(C)=C(C(=O)OCC)C1
18: Cc1ccc(-c2n[nH]c(=S)c3ccccc23)cc1S(=O)(=O)NCC1CCCO1 (stereo unspecified)
19: CC1CCCCC12NC(=O)N(CC(=O)NC(=O)NCc1ccco1)C2=O (stereo unspecified)
20: CCOc1ccc(-n2cc(-c3ccc(OC)c(OC)c3)[nH]c2=S)cc1

entry no.,11,12,13,14,15,16,17,18,19,20
SENP7 inh,5,9,9,15,7,-1,4&0,1,1,-1
APOBEC3G inh,-4,-3,1,-3,0,3,-9&-15,5,-4,1
SENP6 inh,-15,24,-5,5,3,-5,1&14,-28,-4,73*
SENP8 block-1,-11,2,0,-10,-1,-1,-8&-1,8,8,53*
Apaf1 inhib,-7,-5,0,4,9,15,-1&8,10,6,-9
UBC13 polyUb,-15,4,-13,-17,-11,20,8&15,7,-2,-14
SENP8 block-2,12,-248,9,-2,6,·,12&-39,19,6,0
SENP1 FRET inh,1,-38,0,-125,1,·,2&-24,1,0,0

21: COc1ccc(C)cc1S(=O)(=O)n1c([N+](=O)[O-])cnc1C
22: O=C(CCN1C(=O)c2ccncc2C1=O)Nc1ccc2c(c1)OCCO2
23: CC1(C)O[C@@H]2[C@H](O1)[C@@H](CO)O[C@H]2n1c(N2CCCCC2)nc2c(N)ncnc21
24: O=C(Nc1cccc2c1CCCC2)c1ccncc1
25: CC(C)CN(C(=O)COC(=O)Cc1n[nH]c(=O)c2ccccc12)C1CCS(=O)(=O)C1 (stereo unspecified)
26: C[C@H](CO)N1C[C@H](C)[C@@H](CN(C)S(=O)(=O)c2cccs2)Oc2ccc(NC(=O)C3CC3)cc2C1=O
27: Cc1cccc(NC(=O)C2CCCN(S(=O)(=O)c3cccc4nsnc34)C2)n1 (stereo unspecified)
28: CCC(C)Nc1ncnc2c1cnn2Cc1ccc(Cl)cc1 (stereo unspecified)
29: Cc1cc(NC(=O)C2CC(c3ccc(F)cc3)=NO2)n(-c2ccccc2)n1 (stereo unspecified)
30: O=C1COc2ccc(C(=O)COC(=O)Cn3cnc4ccccc43)cc2N1

entry no.,21,22,23,24,25,26,27,28,29,30
SENP7 inh,7,-10,3,-3,-3,16,12,0,7,3
APOBEC3G inh,-4,-9,-9,-8,-4,-6,3,-10,-3,0
SENP6 inh,-15,-5,5,-11,0,-11,2,0,-13,10
SENP8 block-1,-9,-5,1,-5,0,-2,12,0,-8,0
Apaf1 inhib,-4,5,0,-7,0,-8,3,9,-3,12
UBC13 polyUb,0,-11,6,1,-7,9,-2,6,-6,-13
SENP8 block-2,12,5,10,3,11,-7,17,13,17,-1
SENP1 FRET inh,0,4,1,1,2,-1,-2,1,3,-2

31: O=c1c2c3c(sc2nc2sc(C4CC4)nn12)CCCC3
32: N#CCC(=O)Nc1ccc(C(=O)OCC(=O)N2CCCC2=O)cc1
33: Cc1ccc(S(=O)(=O)N2C[C@@H]3CCCC[C@@H]3[C@@H](C)[C@H]2c2cn(Cc3ccccc3)c3ccc(F)cc23)cc1
34: COc1ccc2cc(CN(CCc3ccccc3)Cc3nnnn3Cc3ccco3)c(=O)[nH]c2c1
35: CCC(=O)Nc1ccc(S(=O)(=O)N2CCc3ccccc3C2)cc1
36: O=C(c1ccco1)N1CCN(CCCCOc2cccc3ccccc23)CC1
37: Cc1nn(C)c(Cl)c1CN1CCN(C2CCCCC2)C(CCO)C1 (stereo unspecified)
38: O=C(O)c1cccc(S(=O)(=O)N2CCC(n3nnc4cc(C(F)(F)F)ccc43)CC2)c1
39: CC(C)(C)NC(=O)C1CC(=O)OC12CCOC(C)(C)C2 (stereo unspecified)
40: Cc1ccc(C)c(OCc2cc(C(=O)NC3CCOC(C)(C)C3)no2)c1 (stereo unspecified)

entry no.,31,32,33,34,35,36,37,38,39,40
SENP7 inh,45,-2,3,-1,10,-4,6,-8,0,1
APOBEC3G inh,1,-3,1,-1,-5,0,0,-2,-7,-10
SENP6 inh,43,-10,·,-12,-11,4,11,29,10,2
SENP8 block-1,42,2,·,-14,-12,0,4,-3,5,4
Apaf1 inhib,10,5,20,31,5,21,-5,8,-10,7
UBC13 polyUb,10,-4,·,-4,-7,16,7,-6,0,-2
SENP8 block-2,-93,6,13,-333,10,25,18,4,-4,-2
SENP1 FRET inh,-2,1,0,-57,-3,2,1,2,-1,-3

41: CCOC(=O)CCC(=O)N1CCOCCOCCN(C(=O)CCC(=O)OCC)CCOCCOCC1
42: CSc1ccc(Cl)c(C(=O)OCC(=O)N2CCOCC2)c1
43: CCN(CC)CCNC1=CC(=O)OC12CCCCC2
44: CC(O)CNc1nc2c(c(=O)n(Cc3ccc(Br)cc3)c(=O)n2C)n1C (stereo unspecified)
45: Cc1cc(NC(=O)CCOc2ccccc2)no1
46: Cc1ccc(C(=O)Nc2ccc(S(=O)(=O)N3CCCC3)cc2)o1
47: COc1ccccc1-c1nnc(SCc2nc3ccccc3[nH]2)n1C
48: CC(C)CCOc1ccc(CO[C@@H]2[C@H]3OC(C)(C)O[C@H]3O[C@@H]2C(O)CO)cc1 (stereo partly specified)
49: CCOCCCNC(=S)N1CCCN(c2nc3c(C)c(C)ccc3cc2C#N)CC1
50: CCOC(=O)/C(=C\C=C\c1ccccc1)NC(=O)c1ccccc1

entry no.,41,42,43,44,45,46,47,48,49,50
SENP7 inh,6,6,0,-3,-7,11,4,6,-5,1
APOBEC3G inh,0,-5,2,-2,0,-5,-5,4,-8,-4
SENP6 inh,-16,0,-5,-2,-10,-7,-5,16,-11,16
SENP8 block-1,-5,0,10,0,-13,-7,-1,0,-9,-2
Apaf1 inhib,2,0,0,-1,-3,-7,-3,6,13,-4
UBC13 polyUb,7,19,-3,6,-1,-4,2,-2,4,-6
SENP8 block-2,15,-47,14,14,16,9,-158,14,-300,-52
SENP1 FRET inh,1,-1,0,0,2,2,-22,1,-47,-2

Entries from the list above with an aryl methoxy group, in the order listed:
5: COc1ccc(/C=C/C(=O)c2ccc3c(c2)OCO3)cc1OC
20: CCOc1ccc(-n2cc(-c3ccc(OC)c(OC)c3)[nH]c2=S)cc1
21: COc1ccc(C)cc1S(=O)(=O)n1c([N+](=O)[O-])cnc1C
34: COc1ccc2cc(CN(CCc3ccccc3)Cc3nnnn3Cc3ccco3)c(=O)[nH]c2c1
47: COc1ccccc1-c1nnc(SCc2nc3ccccc3[nH]2)n1C

entry no.,5,20,21,34,47
SENP7 inh,-15,-1,7,-1,4
APOBEC3G inh,-5,1,-4,-1,-5
SENP6 inh,32,73*,-15,-12,-5
SENP8 block-1,1,53*,-9,-14,-1
Apaf1 inhib,-3,-9,-4,31,-3
UBC13 polyUb,4,-14,0,-4,2
SENP8 block-2,-61,0,12,-333,-158
SENP1 FRET inh,-16,0,0,-57,-22

Additional records follow.
51: COc1ccc(O)c(/C=N/N2CCOCC2)c1
52: Cc1ccc(C)c(OCCSc2nnc(-c3cccnc3)n2N)c1
53: NC(=O)C1CCN(CC(=O)Nc2ccccn2)CC1
54: CCc1ccc(C(=O)NNC(=O)c2n[nH]c(=O)c3ccccc23)cc1
55: COCCn1nnnc1C(C(C)C)N1CCN(C(=O)c2ccco2)CC1 (stereo unspecified)
56: CC1CCC2(CC1)NC(=O)N(CC(=O)NC(C)c1ccc(F)c(F)c1)C2=O (stereo unspecified)
57: CC(Sc1nc(-c2ccccc2)cc(C(F)(F)F)n1)C(=O)N1CCOCC1 (stereo unspecified)
58: CCc1noc(C)c1C(=O)OCC(=O)Nc1ncc(Cl)cc1Cl
59: CCCC1(CCC)NC(=O)N(CC(=O)Nc2ccc3c(c2)OCCO3)C1=O
60: Cc1ccc(C)c(OCCn2cc(/C=C(\C#N)C(=O)NCc3cccs3)c3ccccc32)c1
61: COc1cccc(CC(=O)N2CCC(CCC(=O)Nc3cccc(OC)c3)CC2)c1
62: CCCCN(CC)S(=O)(=O)c1ccc(C(=O)Nc2nnc(COC)o2)cc1
63: COc1ccc(C)cc1S(=O)(=O)Nc1cccc(Cl)c1Cl

entry no.,51,52,53,54,55,56,57,58,59,60,61,62,63
SENP7 inh,7,-7,5,3,-9,3,12,-8,-2,-1,-2,2,14
APOBEC3G inh,6,0,-1,-7,-9,-12,-4,-7,-1,-3,-3,-1,-4
SENP6 inh,20,-15,3,-11,1,10,-4,-8,7,13,-6,-3,-5
SENP8 block-1,4,-5,-4,1,-11,8,-5,-8,5,4,-8,2,-13
Apaf1 inhib,2,-2,1,-1,-15,0,12,5,-1,0,-10,4,21
UBC13 polyUb,-11,8,4,9,3,7,-2,-5,8,-12,0,-11,-4
SENP8 block-2,12,12,29,18,7,3,17,0,10,-45,10,29,19
SENP1 FRET inh,1,-2,2,2,-5,0,3,0,-1,-86,1,1,-2
